Screens (PubChem)
PLAP inhibition: PLAP enzyme inhibitors, biochemical, luminescence, HTS (AID 690); purified PLAP, luminescent substrate; higher % means a stronger effect; actives 0.08% (n = 96,000); one-dose inhibition, % at 20 µM; IC50 in µM for titrated hits; in the data active means a potency from the dose series; inactive means the rest, 99 in 100 with inhibition below about 30%; further: strong numbers were not always called active
IL1B NFkB pot: enhances IL-1B driven NFkB nuclear translocation. HUVEC IL-1B NFkB p65 nuclear translocation imaging. activation, % at 2 µM. actives 0.3% (n = 94,000). AID 819;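 active means activation above 40%, about the mean plus 3 SD, also judged a hit on visual image review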;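 further: percent activation is computed from the nuclear over cytoplasmic p65 intensity ratio; values of inactives mirror those of a sister screen read the other way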
NFkB transloc inh: blocks IL-1B driven NFkB nuclear translocation in HUVEC cells; inhibition, % at 2 µM; actives 0.43% (n = 94,000); HUVEC IL-1B NFkB p65 nuclear translocation imaging; AID 796;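 active means inhibition above about 30% together with a positive call from visual inspection of the well image, limit read from the data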;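 further: nuclear over cytoplasmic p65 intensity ratio measured by imaging; 0% = IL-1B stimulated DMSO wells and 100% = unstimulated DMSO wells; values of inactives mirror those of a sister screen read the other way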
MRP reversal: MRP-mediated drug resistance reversal; differential viability (reversal), % at 10 µM; H69AR cells + 2 uM doxorubicin, CellTiter-Glo, 72 h; actives 0.04% (n = 85,000);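 active means viability drop by adding the cancer drug above about 55%, with treated viability meeting a 40% cutoff, limit read from the data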;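 further: viability without doxorubicin minus viability with 2 µM doxorubicin for each compound; larger differential means the compound sensitizes cells more to doxorubicin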
Bcl-B displacement: displacers of TR3 peptide from Bcl-B, primary screen, selectivity assay for Bfl-1 inhibitor project, biochemical, fluorescence polarization; FP displacement of FITC-TR3 peptide from Bcl-B; higher % means a stronger effect; displacement, % at 20 µM; hits with a dose series show IC50 in µM; actives 0.11% (n = 96,000);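 active means displacement above 50% at 20 µM plus a fluorescence interference ratio under 1.5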;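 further: plate controls were wells without compound for no effect and wells lacking Bcl-B protein for full effect; a part of the inactive calls stands beside numbers as strong as those of hits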
MRP reversal cytotoxicity: second read-out of MRP reversal, no call of its own (marks repeat the call); viability, %; H69AR cells, CellTiter-Glo, 72 h; measured here: cytotoxicity without doxorubicin
MRP reversal with doxorubicin: further read-out of MRP reversal, marked with its call; viability, %; measured here: viability with 2 uM doxorubicin; stronger effect = lower value
NFkB transloc inh cell count 2 µM: further read-out of NFkB transloc inh, marked with its call; cell count; measured here: cells passing quality filter;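 raw number of nuclei counted in each imaged well without normalization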
IL1B NFkB pot cell count 2 µM: second read-out of IL1B NFkB pot, no call of its own (marks repeat the call); cell count; measured here: cells passing quality filter
Numbers without * were called inactive; . = not tested or not shown.

SMILES	PLAP inhibition	IL1B NFkB pot	IL1B NFkB pot cell count 2 µM	NFkB transloc inh	NFkB transloc inh cell count 2 µM	MRP reversal	MRP reversal cytotoxicity	MRP reversal with doxorubicin	Bcl-B displacement
Cc1ccc(N(C(C)C(=O)N2CCC(C)CC2)S(C)(=O)=O)cc1C (configuration not stated)	-16%	5	122	-5	122	6	92	86	2%
O=C(C1CCN(S(=O)(=O)c2cccc3cccnc23)CC1)N1CCc2ccccc21	-1%	2	105	-2	105	11	72	62	-5%
O=C(CCNS(=O)(=O)c1ccc2c(c1)CCC(=O)N2)NCc1ccc2c(c1)OCO2	-6%	-5	129	5	129	9	99	90	-8%
O=C(O)c1cnn2c1NC(c1cccs1)CC2C(F)(F)F (configuration not stated)	-14%	5	182	-5	182	-6	91	97	12%
Cn1ncc(C#N)c1NC(=O)c1cc(-c2ccccc2Cl)on1	-23%	13	191	-13	191	-5	86	90	-8%
CCOC(=O)COc1ccc(S(=O)(=O)NCCC2=CCCCC2)cc1	-24%	5	173	-5	173	10	92	82	-4%
N#Cc1ccc(CNc2cnccn2)cc1	-6%	1	11	-1	11	.	.	.	-2%
O=C(NCc1ccco1)C(Cc1ccccc1)NS(=O)(=O)c1cccc2nsnc12 (configuration not stated)	-8%	8	114	-8	114	5	94	89	-2%
COc1cccc(CNC(=O)c2ccc(S(=O)(=O)N3CCCC3)cc2)c1	-19%	6	147	-6	147	.	.	.	-19%
CCOC(=O)N1CCN(C(=O)CN(Cc2ccccc2)S(=O)(=O)c2ccc(OC)c(C)c2)CC1	-46%	7	152	-7	152	-14	71	85	-3%
CC1CC2(CC(C)(C(=O)CSc3n[nH]c(-c4ccccc4Cl)n3)OC2=O)C(=O)O1 (configuration not stated)	4%	12	145	-12	145	9	84	74	-7%
CCCCCCC(=O)NC(Nc1ccc(S(N)(=O)=O)cc1)C(Cl)(Cl)Cl (configuration not stated)	15%	10	159	-10	159	.	.	.	-15%
CC(C)Cn1nc(NC(=O)C2CCCO2)c2cc3ccccc3nc21 (configuration not stated)	-30%	-2	81	2	81	9	91	81	-13%
COc1ccc(/C(C#N)=C/c2c(-c3ccc(Cl)cc3)nc3c(C)cccn23)cc1	-14%	29	177	-29	177	.	.	.	-7%
COc1ccc(-c2nn(CC(=O)N3CCCCC3)c(=O)c3ccccc23)cc1	-32%	8	173	-8	173	13	89	76	-4%
CC(=O)Nc1cc2c(cc1NC(=O)Cn1nc(-c3ccccc3F)ccc1=O)OCCO2	-32%	4	154	-4	154	2	98	96	-3%
COCCNc1nc(SCC(=O)N2CCN(c3ccccc3)CC2)nc2ccccc12	.	-7	70	7	70	-9	67	75	.
CCOC(=O)/C(C#N)=C\c1cc(C)n(-c2ccccc2)c1C	16%	6	160	-6	160	28	55	27	-5%
COc1ccc(CC(=O)NNC(=S)Nc2ccccc2)cc1Br	-49%	-3	110	3	110	.	.	.	-11%
Cc1noc(C)c1COC(=O)c1cccc(S(=O)(=O)N2CCCCCC2)c1	-42%	.	.	.	.	-6	73	78	-4%

An excerpt from the list above, as a working copy:
SMILES	PLAP inhibition	IL1B NFkB pot	IL1B NFkB pot cell count 2 µM	NFkB transloc inh	NFkB transloc inh cell count 2 µM	MRP reversal	MRP reversal cytotoxicity	MRP reversal with doxorubicin	Bcl-B displacement
COc1ccc(/C(C#N)=C/c2c(-c3ccc(Cl)cc3)nc3c(C)cccn23)cc1	-14%	29	177	-29	177	.	.	.	-7%
COc1ccc(-c2nn(CC(=O)N3CCCCC3)c(=O)c3ccccc23)cc1	-32%	8	173	-8	173	13	89	76	-4%
CC(=O)Nc1cc2c(cc1NC(=O)Cn1nc(-c3ccccc3F)ccc1=O)OCCO2	-32%	4	154	-4	154	2	98	96	-3%
COCCNc1nc(SCC(=O)N2CCN(c3ccccc3)CC2)nc2ccccc12	.	-7	70	7	70	-9	67	75	.
CCOC(=O)/C(C#N)=C\c1cc(C)n(-c2ccccc2)c1C	16%	6	160	-6	160	28	55	27	-5%
COc1ccc(CC(=O)NNC(=S)Nc2ccccc2)cc1Br	-49%	-3	110	3	110	.	.	.	-11%

Additional records:
SMILES	PLAP inhibition	IL1B NFkB pot	IL1B NFkB pot cell count 2 µM	NFkB transloc inh	NFkB transloc inh cell count 2 µM	MRP reversal	MRP reversal cytotoxicity	MRP reversal with doxorubicin	Bcl-B displacement
O=C(NCCCO)Nc1ccc2nc(-c3ccco3)c(-c3ccco3)nc2c1	-43%	1	156	0	156	1	54	53	76%
O=C(c1ccccc1)N(Cc1cccs1)C1CCS(=O)(=O)C1 (configuration not stated)	-7%	-3	96	3	96	11	94	83	3%
O=C(NC1CCc2ccccc21)C12CN(Cc3ccccc3)CC1C(c1cccc([N+](=O)[O-])c1)=NO2 (configuration not stated)	-52%	-3	156	3	156	.	.	.	-5%
CC(C)(C)c1cc(CN2CCCC(O)C2)c(O)c(C(C)(C)C)c1 (configuration not stated)	-80%	15	121	-15	121	-12	59	72	1%
CN(C)CCN1CC(C(=O)O)CC1=O (configuration not stated)	-4%	-8	115	8	115	3	93	90	2%
O=C(Nc1nc2cc(Cl)ccc2s1)C1CCCN(S(=O)(=O)c2cccc3cccnc23)C1 (configuration not stated)	-49%	2	186	-2	186	.	.	.	-2%
Cc1c(NC(=O)c2cc3nc(-c4ccc(Br)cc4)cc(C(F)(F)F)n3n2)c(=O)n(-c2ccccc2)n1C	.	8	178	-8	178	-2	1	2	.
CC(C)C(=O)Nc1ccc(C(=O)c2ccccc2)cc1	.	-2	129	2	129	17	96	80	.
CCc1cc(=O)oc2cc(C)c(CN3CCCC3)c(O)c12	-27%	-3	105	3	105	17	100	83	14%
Nc1cccc2c1C(=O)N(C(=O)c1ccc(Cl)c(S(=O)(=O)N3CCCCCC3)c1)C2=O	-30%	17	165	-17	165	.	.	.	9%

An excerpt from above in order of their number in IL1B NFkB pot cell count 2 µM, rising.
canonical_smiles,IL1B NFkB pot cell count 2 µM
CN(C)CCN1CC(C(=O)O)CC1=O (configuration not stated),115
CC(C)(C)c1cc(CN2CCCC(O)C2)c(O)c(C(C)(C)C)c1 (configuration not stated),121
O=C(NCCCO)Nc1ccc2nc(-c3ccco3)c(-c3ccco3)nc2c1,156

(continued)
SMILES	PLAP inhibition	IL1B NFkB pot	IL1B NFkB pot cell count 2 µM	NFkB transloc inh	NFkB transloc inh cell count 2 µM	MRP reversal	MRP reversal cytotoxicity	MRP reversal with doxorubicin	Bcl-B displacement
CN(C)S(=O)(=O)N1CCN(C(=O)N2CCOCC2)CC1	10%	-5	189	6	189	-12	81	92	-3%
CN(CC(CC(=O)O)c1ccccc1)S(=O)(=O)c1ccc(Br)cc1 (configuration not stated)	-30%	18	183	-18	183	7	89	82	13%
CCC(=O)Nc1ccc(Oc2ccc3c(c2)C(=O)N(c2ccc(O)cc2)C3=O)cc1	-12%	-6	174	6	174	5	86	81	2%
CCOC(=O)Cn1nnnc1CN(CCc1ccccc1)Cc1cc2cc(CC)ccc2[nH]c1=O	-64%	4	169	-4	169	23	95	72	-8%
O=C(Nc1ccccc1Oc1ccccc1)c1ccc(Br)o1	4%	26	90	-26	90	6	89	83	0%
O=C(Nc1nncs1)C1(c2ccccc2)CCCC1	6%	11	134	-11	134	28	92	65	-3%
Cc1cc(-c2nnc(SCC(=O)N3C(C)CCCC3C)o2)no1 (configuration not stated)	0%	8	202	-8	202	8	67	59	2%
O=c1oc(-c2ccco2)nc2ccccc12	0%	-3	155	3	155	3	100	97	-6%
CCOC(=O)c1cccc(NC(=O)CCn2cccc2)c1	11%	2	82	-2	82	-5	59	64	3%
COc1ccc2cc(CN(CCO)C(=O)c3ccccc3F)c(=O)[nH]c2c1	7%	3	146	-4	146	4	83	79	3%
O=CN1CCN(C(=O)CN2C(=O)c3ccccc3C2=O)CC1	21%	.	.	.	.	-8	89	97	-10%
CCOC(=O)CNC(=O)c1ccccc1Br	-27%	1	162	-1	162	-17	93	110	-3%
CC1C(=O)C(C)C(c2cccs2)NC1c1cccs1 (configuration not stated)	17%	10	145	-10	145	.	.	.	2%
CCOC(=O)CNC(=O)c1sc(NC(=O)c2ccccc2F)nc1C	-14%	9	152	-9	152	7	72	66	-9%
C=CCNC(=O)c1c2c(nc3ccccc13)-c1ccccc1CC2	-9%	8	158	-8	158	.	.	.	-6%
O=C(O)CCc1ccc(-c2ccc(Cl)cc2)n1Cc1ccco1	2%	4	90	-4	90	9	84	75	9%
Cc1ccccc1N=C/C=C1\N(C)c2ccccc2C1(C)C	-11%	16	150	-16	150	.	.	.	-36%
Cc1ccc(C(=O)Nc2cccc(C(=O)N3CCN(C)CC3)c2)cc1	3%	0	126	0	126	-10	85	95	3%
COc1nc2c(s1)C(=O)NCCC2	21%	-10	72	12	72	-12	93	105	-4%
CC(=O)NC(CCS(C)(=O)=O)C(=O)Nc1ccc2c(c1)OCCO2 (configuration not stated)	.	-3	122	3	122	-5	90	96	.
COc1ccc(CNC(=O)C2=C(C)C(=O)OC23CCC(C)CC3)cc1 (configuration not stated)	-14%	10	64	-10	64	18	94	76	1%
Cc1cc(C)c2c(n1)nn1c(NCCCN(C)C)cc(C)nc21	-46%	0	108	0	108	-18	76	94	-3%
CCn1c2ccccc2c2cc(NC(=O)C/C(C)=N/NC(=O)c3ccccc3N)ccc21	-59%	8	135	-8	135	.	.	.	9%
O=C(O)CCCN=C1NC2(CCCC2)Cc2ccccc21	.	37	110	-36	110	19	99	80	.
CCC(=O)N(Cc1cc2cc(OC)ccc2[nH]c1=O)c1cc(C)ccc1C	-6%	3	93	-3	93	.	.	.	1%
C/C(=N/NC(=O)CSCc1ccc(Cl)cc1)c1cccc(NC(=O)c2ccccc2)c1	-3%	-6	133	6	133	.	.	.	-3%
CC(=O)c1cc(-c2ccc(F)cc2)n(CCC(=O)Nc2cc(C)[nH]n2)c1C	.	10	76	-10	76	-6	66	71	.
O=C(CSc1ncc(C(F)(F)F)cc1Cl)N1CCN(S(=O)(=O)c2ccc(Cl)cc2)CC1	-50%	2	147	-2	147	.	.	.	-20%
COc1ccc(C(=O)N2CCC(C(=O)NCc3ccccn3)CC2)cc1	-3%	3	97	-4	97	-3	104	106	0%
O=C1N/C(=C\c2ccccc2)c2ccccc21	14%	7	110	-7	110	-15	24	39	3%
CCOc1nc(Oc2cccc(C(=O)O)c2)nc(Oc2cccc(C(=O)O)c2)n1	-9%	.	.	.	.	0	92	92	9%
Cc1occc1C(=O)Nc1ccc(S(=O)(=O)N2CCCC2)cc1	7%	9	155	-9	155	.	.	.	0%
COCC(C)n1c(SCC(=O)NC(=O)Nc2ccc3c(c2)OCCO3)nc2ccccc2c1=O (configuration not stated)	-5%	0	117	0	117	.	.	.	0%
Cc1c(NC(=O)CSc2n[nH]c(-c3ccccc3)n2)c(=O)n(-c2ccccc2)n1C	6%	3	170	-3	170	4	94	90	3%
CCn1c(Cc2c(C)[nH]c3ccccc23)n[nH]c1=S	-4%	3	118	-3	118	-10	69	79	0%
O=c1c2ccccc2nc(-c2ccc(Cl)c(Cl)c2)n1O	15%	.	.	.	.	-1	82	83	2%
COc1ccc(OC)c(CN(CCCN2CCOCC2)S(=O)(=O)c2ccc(NC(C)=O)cc2)c1	-45%	-7	165	7	165	-2	67	69	-2%
CCN(CC)C(=O)c1sc(NC(=O)c2cc(-c3ccc(C)s3)nc3ccccc23)c(C(=O)OC)c1C	-39%	11	111	-11	111	.	.	.	-2%
Cc1cc(Nc2ccccc2)c2c([N+](=O)[O-])cc(C)c(C)c2n1	-17%	30	92	-30	92	.	.	.	0%
O=C(CCS(=O)(=O)c1ccc(Br)cc1)N1CCN(Cc2ccccc2)CC1	-44%	.	.	.	.	3	86	84	-5%
CCOn1c(=O)c(-c2cccs2)[n+]([O-])c2ccccc21	-6%	0	95	0	95	1	80	79	103%
O=C(N/C=N/OCc1cccc(C(F)(F)F)c1)N1OC[C@@H]2COc3ccc4ccccc4c3[C@@H]21	-34%	-2	165	2	165	5	102	97	-10%
CN(C)S(=O)(=O)c1cc(C(=O)NCC2CCCO2)c(Cl)cc1Cl (configuration not stated)	-5%	15	126	-15	126	8	96	87	2%
CCOc1ccc(CC(=O)Nc2sc(Cc3ccccc3)c(C)c2C(N)=O)cc1OCC	-34%	1	174	-1	174	.	.	.	-8%
O=C(COC(=O)c1ccccc1[N+](=O)[O-])c1ccc(C2CCCCC2)cc1	7%	9	163	-9	163	.	.	.	-32%

Only part of the results is shown; the hit share may differ from the screen's.
